Screening results (PubChem BioAssay)
FBW7 act – activators of human E3 ligase FBW7; Q969H0; AlphaScreen FBW7–phospho-cyclin E peptide binding, activator screen; normalized activity (activation), % at 26.1 µM; 650,000 compounds, 0.13% hits; AID 1259310; in the data active means normalized activity above about 1.9%;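 further: purified mutant Fbw7 with reduced substrate affinity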
Target sequence (Q969H0 whole entry, looked up): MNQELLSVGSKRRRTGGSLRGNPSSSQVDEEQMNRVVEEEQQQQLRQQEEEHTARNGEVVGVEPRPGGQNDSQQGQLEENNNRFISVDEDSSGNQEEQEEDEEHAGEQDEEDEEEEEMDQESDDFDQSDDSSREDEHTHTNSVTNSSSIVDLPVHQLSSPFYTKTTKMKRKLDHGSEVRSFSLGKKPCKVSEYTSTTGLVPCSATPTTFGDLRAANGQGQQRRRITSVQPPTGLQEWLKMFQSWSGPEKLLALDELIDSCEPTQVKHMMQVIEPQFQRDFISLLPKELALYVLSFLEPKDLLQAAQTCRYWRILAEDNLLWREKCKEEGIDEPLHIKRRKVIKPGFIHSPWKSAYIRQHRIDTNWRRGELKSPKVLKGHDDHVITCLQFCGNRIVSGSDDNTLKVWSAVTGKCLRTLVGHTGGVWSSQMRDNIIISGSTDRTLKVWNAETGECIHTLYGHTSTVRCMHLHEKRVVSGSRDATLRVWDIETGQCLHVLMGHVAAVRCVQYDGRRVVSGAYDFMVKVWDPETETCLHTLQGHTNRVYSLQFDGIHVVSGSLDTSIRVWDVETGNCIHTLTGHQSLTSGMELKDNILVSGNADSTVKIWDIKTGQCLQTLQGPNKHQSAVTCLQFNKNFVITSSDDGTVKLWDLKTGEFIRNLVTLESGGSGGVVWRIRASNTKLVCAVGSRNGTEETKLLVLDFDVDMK
TEAD-YAP inh – TEAD-YAP interaction inhibition | HEK-TIYL cells, TEAD-Gal4/YAP UAS-luciferase luminescence | inhibition, % at 9.12 µM | 640,000 compounds, 1.4% hits | AID 1259422; in the data active means inhibition above about 32%;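 further: 0% = median of test compound wells and 100% = reference inhibitor wells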
GPR151 ag – activators of human GPR151. activation, % at 11.2 µM. 650,000 compounds, 1% hits. PathHunter beta-arrestin GPR151 cells, luminescence; in the data active means activation above about 4.9%;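 further: 0% = median of compound wells and 100% = cells with positive control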
MITF primary – human MITF inhibition, primary screen. AlphaScreen MITF homodimerization, bead proximity signal. inhibition, % at 2.6 µM. 650,000 compounds, 0.91% hits; in the data active means inhibition above about 50%;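 further: 0% = vehicle wells with protein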
Starred values were filed as active, the others as inactive; / = not tested or not shown.

SMILES	FBW7 act	TEAD-YAP inh	GPR151 ag	MITF primary
COc1ccc(C(=O)Nc2ccccc2C(=O)NC(C(=O)NNC(=O)CSc2nc3ccccc3s2)C(C)C)cc1 (configuration not stated)	-0.1	-7.1	0.0	-3.4
CNS(=O)(=O)c1ccc(N=Cc2c(C)[nH]n(-c3ccccc3)c2=O)cc1	0.0	-14.0	0.5	13.0
Fc1ccc(-c2nc3ccccc3c3nc4ccccc4n23)cc1	0.0	-12.9	-0.1	-7.5
COc1ccccc1/C=C/C=N/Nc1ccc([N+](=O)[O-])cc1	0.6	0.4	0.2	8.8
COc1ccccc1Oc1ccc(C(F)(F)F)cc1NC(=O)c1c(O)c2ccccc2[nH]c1=O	-0.1	8.8	-0.4	2.1
Cc1nn(-c2ccc(OC(F)(F)F)cc2)c2c1C(=O)CC(C)(C)C2	0.6	-3.8	0.5	-9.8
COc1ccc(-c2cc(Nc3cccc(C(C)=O)c3)ncn2)cc1	0.0	-65.7	-0.6	3.4
COc1cccc(CN2CCN(S(=O)(=O)c3ccc4ccccc4c3)CC2)c1	0.0	1.0	0.2	18.6
CCOc1c(I)cc(/C=C(\C#N)C(N)=O)cc1OC	0.3	3.8	0.2	7.3
C=CCNC(=O)c1sc(=S)n2c1[nH]c(=O)c1ccccc12	-0.1	6.0	-1.7	1.3
CNc1nc(-c2ccc(OC)cc2)c(-c2ccc(OC)cc2)s1	0.1	1.2	1.3	-6.3
COc1ccc(/C=C2/C(=O)NC(=O)N(c3ccccc3OC)C2=O)cc1	-0.5	-10.6	3.0	-1.3
COc1ccc(C2OC(C)CN(C(=O)c3ccccc3)O2)cc1 (configuration not stated)	-0.1	-7.9	-0.4	-6.5
COc1ccc(C(=O)NCC(=O)NCCNC(C)=O)cc1	-0.1	-0.3	-0.6	22.0
N#Cc1ccccc1Oc1ccc(S(=O)(=O)Nc2ccccc2)cc1[N+](=O)[O-]	-0.3	-2.8	0.7	-12.8
CC1=NNC(=O)C1CC(=O)N/N=C/c1ccccc1[N+](=O)[O-] (configuration not stated)	0.1	12.3	0.7	1.4
COc1ccc(CNc2ccc3ncc(-c4ccc(N5CCOCC5)cc4)n3n2)cc1	1.0	12.6	-1.4	12.2
N#Cc1ccc(NC(=O)N2CCCN(c3nc4cc5c(cc4cc3C#N)OCO5)CC2)cc1	0.3	3.7	0.4	1.4
CCN(CC)Cc1c(C(=O)N/N=C(\C)c2ccc([N+](=O)[O-])cc2)nnn1-c1nonc1N	0.2	-12.9	0.7	17.1
Cc1cc2nc(-c3cccnc3SCC(=O)NC3CC3)[nH]c2cc1C	0.0	-16.9	-3.7	6.9

Structures above with an NH in an aromatic ring (four):
SMILES	FBW7 act	TEAD-YAP inh	GPR151 ag	MITF primary
CNS(=O)(=O)c1ccc(N=Cc2c(C)[nH]n(-c3ccccc3)c2=O)cc1	0.0	-14.0	0.5	13.0
COc1ccccc1Oc1ccc(C(F)(F)F)cc1NC(=O)c1c(O)c2ccccc2[nH]c1=O	-0.1	8.8	-0.4	2.1
C=CCNC(=O)c1sc(=S)n2c1[nH]c(=O)c1ccccc12	-0.1	6.0	-1.7	1.3
Cc1cc2nc(-c3cccnc3SCC(=O)NC3CC3)[nH]c2cc1C	0.0	-16.9	-3.7	6.9

The listing continues.
SMILES	FBW7 act	TEAD-YAP inh	GPR151 ag	MITF primary
S=c1n(CN2CCCC2)nc2sc3ccccc3n12	0.1	2.3	0.4	-1.4
COC(=O)c1cccc([N+](=O)[O-])c1C(=O)OC	0.1	9.1	0.7	-9.1
Cc1ccc(NC(=O)CSc2nc3ccccc3s2)cc1NC(=O)CSc1nc2ccccc2s1	0.0	-4.1	-0.5	3.3
Cc1c(/C=N/NC(=O)c2cccnc2)c2ccccc2n1Cc1ccccc1	0.1	8.0	2.2	-8.0
Cc1ccc2oc(-c3cccc(NC(=O)c4ccc(Cl)c([N+](=O)[O-])c4)c3C)nc2c1	-0.2	-6.7	1.2	6.0
CS(=O)(=O)N(CC(=O)Nc1ccccc1C(N)=O)c1ccc(Oc2ccccc2)cc1	0.1	-4.2	-0.2	9.3
O=C(C1CC1)N1CCN=C1SCc1cccc(Cl)c1	0.1	0.2	-1.5	-2.3
CC(=NCCCN(C)C)C1=C(O)c2ccccc2C1=O	-0.2	-17.2	-0.3	0.2
CCc1ccc(C2N(c3ccc(C)cc3)CCN2c2ccc(C)cc2)cc1	-0.2	-2.4	0.1	4.8
C1CCC2(CC1)C1=C(CCCC1)Nc1nnnn12	-0.1	15.9	1.3	14.3
Cc1nc(N2CCC(C(=O)N3C[C@@H](C)O[C@@H](C)C3)CC2)nc2cc(S(C)(=O)=O)ccc12	-0.1	-0.2	1.5	0.2
COc1ccc(/C(C)=N/NC(=O)c2ccc(Br)cc2)c(O)c1	0.6	-4.7	0.2	-3.7
O=C(CN1CCC(C(=O)c2ccc(Cl)cc2)CC1)NCC1COCCO1 (configuration not stated)	0.0	10.3	-0.7	21.8
COc1ccc(C2C(=O)N(C3CCC(C)CC3)CC(=O)N2Cc2ccc3c(c2)OCO3)cc1OC (configuration not stated)	0.0	-2.5	0.2	2.8
O=C(NCc1ccc2c(c1)OCO2)c1ccc(NC2=NC3CS(=O)(=O)CC3S2)cc1 (configuration not stated)	0.2	12.5	-0.3	5.4
COc1ccc(-n2nc3cc(C)c(NC(=O)c4ccc([N+](=O)[O-])cc4)cc3n2)cc1	0.1	-13.3	0.3	-5.8
O=C1c2ccc([N+](=O)[O-])cc2C(=O)N1c1ccc(Br)c2cccnc12	0.1	7.8	-0.6	12.0
CC(=O)c1ccc(OCC(=O)c2ccc(Br)cc2)cc1	0.1	0.1	-0.5	9.4
CN1CCN(C(=O)c2ccc(-c3nc(NCCCN4CCCC4=O)c4ncn(Cc5ccc(C(F)(F)F)cc5)c4n3)cc2)CC1	-0.1	6.9	1.9	6.5
O=P(CNc1ccccn1)(c1ccccc1)c1ccccc1	0.0	6.2	-0.3	7.7

Structural class, the compounds so far containing a CF3 group
SMILES	FBW7 act	TEAD-YAP inh	GPR151 ag	MITF primary
COc1ccccc1Oc1ccc(C(F)(F)F)cc1NC(=O)c1c(O)c2ccccc2[nH]c1=O	-0.1	8.8	-0.4	2.1
Cc1nn(-c2ccc(OC(F)(F)F)cc2)c2c1C(=O)CC(C)(C)C2	0.6	-3.8	0.5	-9.8
CN1CCN(C(=O)c2ccc(-c3nc(NCCCN4CCCC4=O)c4ncn(Cc5ccc(C(F)(F)F)cc5)c4n3)cc2)CC1	-0.1	6.9	1.9	6.5

Returning to the listing with the 4 entries that preceded the break.
SMILES	FBW7 act	TEAD-YAP inh	GPR151 ag	MITF primary
O=C1c2ccc([N+](=O)[O-])cc2C(=O)N1c1ccc(Br)c2cccnc12	0.1	7.8	-0.6	12.0
CC(=O)c1ccc(OCC(=O)c2ccc(Br)cc2)cc1	0.1	0.1	-0.5	9.4
CN1CCN(C(=O)c2ccc(-c3nc(NCCCN4CCCC4=O)c4ncn(Cc5ccc(C(F)(F)F)cc5)c4n3)cc2)CC1	-0.1	6.9	1.9	6.5
O=P(CNc1ccccn1)(c1ccccc1)c1ccccc1	0.0	6.2	-0.3	7.7
CCNC(=O)COc1cc(Cl)c(Cl)cc1Cl	-0.1	-16.1	0.3	-6.8
CC(=O)NS(=O)(=O)c1ccc(NC(=O)COc2ccc(C)cc2)cc1	0.0	0.5	1.0	-12.3
Cc1ncc(CN2CCC(n3nccc3NC(=O)Cc3ccccc3)CC2)s1	0.0	-6.0	-2.4	5.4
CCCC(=O)Nc1nnc(SCC(=O)Nc2nc(C)cs2)s1	0.2	-2.3	3.2	-11.3
Cc1c(Cl)cccc1NC(=O)NNC(=O)CC(C)O (configuration not stated)	0.7	6.8	1.9	8.4
CC1=C(C(=O)OCCOc2ccccc2)C(c2ccccc2)C2=C(CCCC2=O)N1 (configuration not stated)	0.3	-7.3	-1.3	-3.0
Cc1ccc(S(=O)(=O)NCCc2ccccc2)c2nsnc12	0.2	-3.9	1.1	12.0
Clc1ccc(-c2cn3c4ccccc4nc3n2CCNC2CCCCC2)cc1	0.9	-3.7	0.8	3.1
CCCn1c(=O)[nH]c2nc(-c3ccc(S(=O)(=O)O)cc3)[nH]c2c1=O	0.0	/	-0.3	9.6
COc1ccccc1CNC(=O)CCC(=O)Nc1nc(-c2cc3ccccc3oc2=O)cs1	0.3	-13.7	0.4	8.1
Cc1ccc(C)c(N2CCN(S(=O)(=O)c3ccc(F)c(C(=O)Nc4ccc(Cl)cc4F)c3)CC2)c1	0.0	1.1	1.7	13.6
CCCCC(=O)N1CCc2cc(OC)c(OC)cc2C1COc1ccc(C(=O)OCC)cc1 (configuration not stated)	0.1	-4.5	-0.5	13.4
O/N=C1\CCCc2nn(-c3ccc(Cl)c(Cl)c3)nc21	0.2	-14.9	1.6	13.7
CCC(C)C(NS(=O)(=O)c1cccc(C(F)(F)F)c1)C(=O)O (configuration not stated)	0.1	-7.2	1.7	14.4
Cn1c(=O)c2c(-c3ccccc3)n(-c3ccccn3)cc2n(C)c1=O	0.2	-40.4	-0.2	1.2
CCCNC(=O)c1ccnc(NCCCN2CCCC2=O)c1	0.3	2.8	8.2*	27.4
Cc1c(C(=O)N2CCC(C(N)=O)(N3CCCCC3)CC2)sc2ncnc(N3CCOCC3)c12	0.0	4.9	1.6	-10.8
O=S(=O)(c1ccc(-c2ccccc2)cc1)N1CCSC1c1ccccc1 (configuration not stated)	0.4	5.7	-0.3	7.1
CC(C)Oc1ccc(NC(=O)Nc2cccc(Cl)c2)cc1	0.0	-74.0	-6.1	7.5
Cc1ccc2c(c1)N(C(=O)CCC(=O)NC1CCN(Cc3ccccc3)CC1)CCO2	0.0	1.6	-0.5	18.8
CCOCCCNC(=O)c1ccc2c(c1)NC(=O)/C(=C\c1cccc(C)c1)S2	-0.1	4.0	1.7	0.7
O=C(Nc1nncs1)c1cccc(S(=O)(=O)N2CCOCC2)c1	-0.1	-6.3	0.3	-4.9
CCOc1cc2c(cc1/C=C1/SC(=O)N(C(C)C(=O)OC)C1=O)OCO2 (configuration not stated)	0.2	3.0	0.8	0.4
CC1CCN(c2nc3c(c(=O)[nH]2)CN(Cc2ccccc2)CC3)CC1	0.3	13.0	0.1	12.9
O=C(/C=C/c1cccc([N+](=O)[O-])c1)Nc1cccc(Br)c1	0.1	-10.7	0.6	13.8
CC(Oc1ccc(Cl)cc1Cl)C(=O)NNC(=O)c1ccc(O)c(O)c1 (configuration not stated)	-0.1	-8.9	0.2	-8.9
CC1=C(C(=O)OCCC(C)C)C(c2ccc(O)c([N+](=O)[O-])c2)NC(=O)N1 (configuration not stated)	0.2	11.1	-1.8	12.7
Cc1nc(-n2cccc2)sc1C(=O)N1CCN(Cc2csc(-c3ccccc3)n2)CC1	-0.1	30.4	-1.5	11.4
c1ccc2oc(NC3=NCN(Cc4ccc5c(c4)OCO5)CN3)nc2c1	0.3	6.3	-0.7	14.9
O=C(CCCCCN1C(=O)C2C3C=CC(C3)C2C1=O)Nc1nncs1 (configuration not stated)	0.0	7.0	-0.5	8.7
C/C(=N\NC(=O)CSc1ncccn1)c1ccc(Cl)cc1	0.0	-3.3	-0.3	-9.3
COc1ccc(S(N)(=O)=O)cc1C(=O)N1CCCC1	0.0	6.7	0.7	-7.6
COC(=O)c1ccc(/C=N/NC(=O)CNc2cccc(C)c2)cc1	-0.3	3.7	0.3	-2.5
COc1ccc(-n2nc3c(c2NC(=O)c2cc(OC)c(OC)c(OC)c2)CSC3)cc1	0.5	-5.0	0.7	7.2
O=C(Nc1cccc(Cl)c1N1CCOCC1)c1ncoc1-c1cccs1	0.0	-0.2	-0.3	-1.4
Cc1ccc([N+](=O)[O-])cc1S(=O)(=O)N1CCN(c2ccc(Cl)cc2)CC1	-0.1	-5.5	-0.3	-2.9
Cc1ccccc1C1(CC(=O)N2CCN(C)CC2)CC(=O)N(Cc2ccncc2)C1=O (configuration not stated)	-0.1	16.2	0.2	1.1
CCOC(=O)c1sc2nc(SCc3cccc(F)c3)n(Cc3ccc4c(c3)OCO4)c(=O)c2c1C	0.4	-8.6	-0.7	6.4
CC(=O)c1cccc(N(CC(=O)Nc2ccccc2Br)S(C)(=O)=O)c1	-0.1	2.4	-0.2	-0.1
NC(=NC(=O)c1ccccc1)c1c(CSc2ccc(Cl)cc2)[nH]n(-c2ccccc2)c1=O	-0.1	7.6	0.9	8.4
CS(=O)(=O)N1CCc2cc(-c3csc(NC(=O)c4cccs4)n3)ccc21	0.1	-9.6	0.0	10.1

Four entries from above, in CSV form.
Structure,FBW7 act,TEAD-YAP inh,GPR151 ag,MITF primary
O=C(CCCCCN1C(=O)C2C3C=CC(C3)C2C1=O)Nc1nncs1 (configuration not stated),0.0,7.0,-0.5,8.7
C/C(=N\NC(=O)CSc1ncccn1)c1ccc(Cl)cc1,0.0,-3.3,-0.3,-9.3
COc1ccc(S(N)(=O)=O)cc1C(=O)N1CCCC1,0.0,6.7,0.7,-7.6
COC(=O)c1ccc(/C=N/NC(=O)CNc2cccc(C)c2)cc1,-0.3,3.7,0.3,-2.5
